Bioassay records from PubChem BioAssay.
TRPV1 agonist – agonists of human vanilloid receptor 1 (TRPV1); Q8NER1; TRPV1-expressing cells, Fluo-8 calcium influx, agonist mode; activation, % at 8.33 µM; actives 0.19% (n = 320,000); AID 540275; in the data active = activation above about 80%; inconclusive = between about 30% and that limit; also: 0% is about no effect
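Cells expressing TRPV1 were dye-loaded with Fluo-8 and read kinetically: 10 s baseline, 3 min after compound (agonist portion), then 2 min after EC20 capsaicin (allosteric enhancer portion). Calcium-bound dye fluorescence at 480/520 nm.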
Mito fusion yeast – blocks mitochondrial division or promotes mitochondrial fusion | S. cerevisiae fusion-defective mutant growth rescue, CellTiterGlo 48 h | Potency, µM (doses to about 46.1 µM), for inactives: at the highest dose growth rescue (activation), actives largely listed as activators | actives 0.23% (n = 320,000) | AID 485298;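 also: potency is read from the fitted curve at half-maximal effect; % of control where 0% means no effect; nearly all actives have a fitted effect of over 45% in size; temperature-sensitive fusion mutants such as fzo1-1 at 37 °C on non-fermentable ethanol glycerol medium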
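S. cerevisiae fusion-defective temperature-sensitive mutants (e.g. fzo1-1, mgm1-5) grown 48 h at 37C in YPEG (ethanol/glycerol non-fermentable) medium with 23 nl compound per well; growth rescue read as CellTiterGlo luminescence.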
USP2a inh – blocks human ubiquitin-specific protease USP2a; USP2 core, Ub-CHOP2 coupled fluorogenic reporter, 485/531; Potency, µM (doses to about 38.3 µM), for inactives: at the highest dose activity change, negative = inhibition, usual class: inhibitors; actives 0.01% (n = 330,000);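 also: potency is read from the fitted curve at half-maximal effect; plate controls were DMSO wells for no effect and full inhibition by NEM control for full effect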
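USP2 core (10nM final) preincubated 30min RT with compound in 20mM Tris-HCl pH 8.0, 2mM CaCl2, 2mM beta-mercaptoethanol, 0.05% CHAPS; 25nM Ub-CHOP2 plus 25nM reporter substrate added, fluorescence (Ex485/Em531) read after 60min.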
Eya2 phos inh – inhibitors of human Eya2 phosphatase activity | AID 488837 | Potency, µM (series often up to 76.9 µM), inactives show top-dose activity, negative = inhibition, usual class: inhibitors | recombinant Eya2, OMFP fluorescence dephosphorylation (OMFP is methylfluorescein phosphate) | O00167 | actives 0.006% (n = 330,000); also: potency is read from the fitted curve at half-maximal effect; % is scaled to controls: 0 for no effect and ±100 for the full control effect
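Eya2 protein (added as 0.2 uM solution) was preincubated with compound for 10 min at ambient temperature in 50 mM HEPES pH 7.5, 50 mM NaCl, 5 uM MgCl2, 0.05% BSA, 1 mM DTT. OMFP (added at 50 uM) then reacted 10 min; fluorescence read at 485/525 nm.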
TCR activator – activators of T cell receptors | Potency, µM (doses to about 9.22 µM), for inactives: at the highest dose activation of IL-2 secretion, most hits filed as activators | 330,000 tested, under 10 active | primary human leukocytes, anti-CD3, IL-2 HTRF, 48 h; also: % of control where 0% means no effect
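Primary human leukocytes were stimulated with a-CD3 beads plus compounds for 48 hr without co-stimulation; secreted IL-2 was quantified by HTRF using a-IL-2-K (europium cryptate) and a-IL-2-d2, excited at 320nm with acceptor emission read at 665nm.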
TSHR antag – antagonists of human thyroid stimulating hormone receptor; actives 0.2% (n = 330,000); TSHR-expressing cells, TSH-stimulated cAMP HTRF, 2 h; stronger effect = lower value; activity change, negative = inhibition, % at 11.5 µM;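 active = activity change below a set negative limit, meaning inhibition stronger than a set level, cut at about -70% in these data; inconclusive = activity change between two set negative limits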; also: % is scaled to controls: 0 for no effect and ±100 for the full control effect
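Freshly harvested TSHR cells receive pin-tooled compound, then EC80 TSH at 4nM final. After 2 hours at 37 deg C, antibody in lysis buffer and cAMP-d2 are added; 30 minutes at ambient temperature precede the HTRF read.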
A-T KAP1 phos – potential ataxia-telangiectasia treatments restoring KAP-1 phosphorylation; AID 485349; Potency, µM (highest dose often 57.5 µM), for the others: at the top dose activation, hits mostly activators; actives 0.19% (n = 320,000); […] A-T fibroblasts, KAP-1 phosphorylation AlphaLISA; neocarzinostatin DNA damage 30 min before lysis; also: potency is read from the fitted curve at half-maximal effect; % of control where 0% means no effect; nearly all actives have a fitted effect of over 45% in size
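hTERT-immortalized A-T patient fibroblasts ([…]), 500 cells/well in OPTI-MEM, 1% FBS, got compounds for 60 min, then NCS for 30 min at 37C. Lysates were then assayed for phospho-KAP-1 by AlphaLISA (anti-pKAP1 donor, anti-KAP1 acceptor beads), 6 hr at 25C.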
KCNH2 3.1 inh – inhibitors of human KCNH2 3.1 potassium channel isoform; U2OS KCNH2 3.1, thallium flux FluxOr; stronger effect = lower value; activity change, % (tested at about 1.8 µM); actives 0.95% (n = 340,000); AID 720553;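 active = maximum activity change below -70%; inconclusive = maximum activity change from -70% to -50%; inactive = maximum activity change above -50%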;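 also: thallium influx rate constant from kinetic fluorescence after stimulation buffer; % is scaled to controls: 0 for no effect and ±100 for the full control effect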
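Normalized rate constant (relative to positive and negative DMSO controls) derived from a 2 min kinetic fluorescence read after stimulation; U2OS cells expressing the 3.1 isoform via virus at 1.77 x 10^8 /mL.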
KCNH2 WT inh – inhibitors of human wildtype KCNH2 potassium channel. U2OS, BacMam KCNH2, thallium flux FluxOr; stronger effect = lower value. Q12809. activity change, % at 1.84 µM. actives 0.37% (n = 340,000);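 active = maximum activity change below -70%; inconclusive = maximum activity change between -70% and -50%; inactive = maximum activity change above -50%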; also: % is scaled to controls: 0 for no effect and ±100 for the full control effect
Target sequence (Q12809 whole entry, looked up): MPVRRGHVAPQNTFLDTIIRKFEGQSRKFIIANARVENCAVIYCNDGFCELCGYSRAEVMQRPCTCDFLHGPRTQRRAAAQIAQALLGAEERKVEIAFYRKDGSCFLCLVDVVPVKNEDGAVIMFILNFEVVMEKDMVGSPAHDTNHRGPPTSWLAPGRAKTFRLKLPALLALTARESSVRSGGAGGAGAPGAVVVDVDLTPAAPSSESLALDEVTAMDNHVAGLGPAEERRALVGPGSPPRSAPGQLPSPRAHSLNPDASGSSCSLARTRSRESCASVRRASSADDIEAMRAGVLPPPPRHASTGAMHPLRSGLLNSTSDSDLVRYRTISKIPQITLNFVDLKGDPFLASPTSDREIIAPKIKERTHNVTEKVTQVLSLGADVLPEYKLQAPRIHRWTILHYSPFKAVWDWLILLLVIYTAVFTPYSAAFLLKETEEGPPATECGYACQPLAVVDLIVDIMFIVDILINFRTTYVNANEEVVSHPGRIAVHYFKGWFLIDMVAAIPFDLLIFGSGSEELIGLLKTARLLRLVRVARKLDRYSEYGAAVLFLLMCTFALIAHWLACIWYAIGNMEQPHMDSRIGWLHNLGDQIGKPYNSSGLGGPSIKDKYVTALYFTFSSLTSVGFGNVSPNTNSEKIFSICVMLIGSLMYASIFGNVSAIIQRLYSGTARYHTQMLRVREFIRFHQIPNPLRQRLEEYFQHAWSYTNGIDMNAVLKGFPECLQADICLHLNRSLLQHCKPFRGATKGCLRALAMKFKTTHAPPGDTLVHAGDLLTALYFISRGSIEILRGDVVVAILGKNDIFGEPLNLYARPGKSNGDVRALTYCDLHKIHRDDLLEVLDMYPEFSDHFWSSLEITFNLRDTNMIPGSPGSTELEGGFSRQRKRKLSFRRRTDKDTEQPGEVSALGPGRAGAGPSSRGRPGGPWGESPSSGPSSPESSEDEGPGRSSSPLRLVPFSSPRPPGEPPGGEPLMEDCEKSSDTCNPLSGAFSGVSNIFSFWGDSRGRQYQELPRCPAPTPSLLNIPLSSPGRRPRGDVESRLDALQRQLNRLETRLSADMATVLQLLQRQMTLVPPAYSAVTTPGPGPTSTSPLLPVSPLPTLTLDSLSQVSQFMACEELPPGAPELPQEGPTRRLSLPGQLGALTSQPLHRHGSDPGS
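U2OS cells were transduced with wild-type KCNH2 virus (2.03 x 10^8 / mL) for 4 h at room temperature, then cultured overnight at 37 C. Thallium flux was read with FluxOr dye. Rate constants were normalized to DMSO controls.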
ELG1 repair inh – ELG1-dependent DNA repair inhibition; HEK293T ELG1-luciferase reporter, luminescence, 16 h; DNA damage induced by 5-fluorouridine; Potency, µM (top dose mostly 46.1 µM), without a hit: top-dose activity change, negative = inhibition, most hits filed as inhibitors; actives 2.3% (n = 330,000); AID 504467; also: potency is read from the fitted curve at half-maximal effect; % is scaled to controls: 0 for no effect and ±100 for the full control effect; nearly all actives have a fitted effect of over 55% in size
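Luminescence from the luciferase reporter, measured 30 min after ONE-Glo reagent at room temperature, was the read-out. Beforehand, 2,000 cells per well were exposed for 16 hr at 37 °C to 5-fluorouridine together with compound or vehicle.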
* = called active by the depositor; ? = inconclusive; . = no result given; [ ] = another dose, or the depositor's remark. Unless noted, calls follow the shape of the dose curve; as a rule, active = well fitted curve in the direction sought with a large enough effect; inconclusive = small, poorly fitted or top-dose-only effect, or another doubt; inactive = no such curve, though single readings can be large; an effect the other way counts as inactive or inconclusive. Only part of the results is shown; rates above refer to the full screens.

SMILES	TRPV1 agonist	Mito fusion yeast	USP2a inh	Eya2 phos inh	TCR activator	TSHR antag	A-T KAP1 phos	KCNH2 3.1 inh	KCNH2 WT inh	ELG1 repair inh
CC(=O)Nc1nc(-c2ccccc2)cc(-c2ccco2)c1C#N	11	0%	1%	-11%	0%	11	3%	-7	-1	1%
CC(C)(C)n1nc2c(c1NC(=O)Cc1ccc([N+](=O)[O-])cc1)CS(=O)(=O)C2	1	-2%	2%	-2%	-1%	-13	-1%	0	22	-6%
NC(=O)CC(NC(=O)Cc1ccc(Br)cc1)c1ccc(NC2CC3CCC2C3)c([N+](=O)[O-])c1 (configuration not stated)	0	-3%	-3%	-12%	6%	-5	-4%	2	1	-6%
COC(=O)c1ccc(CSc2nc3ccccc3c(=O)n2-c2ccc(OC)c(OC)c2)o1	-2	6%	1%	-12%	-7%	5	6%	6	1	?
O=C(NC1CCCC1)C1CCC(CNS(=O)(=O)c2ccccc2)CC1 (configuration not stated)	1	-1%	0%	-10%	4%	17	1%	6	-15	6%
COc1cccc(-n2nnnc2SCC(=O)Nc2cccc(NC(C)=O)c2)c1	13	0%	-5%	14%	-13%	-7	4%	16	-9	?
CCC1Oc2ccccc2N(CC(=O)NCCCN2CCC(C)CC2)C1=O (configuration not stated)	-2	-2%	0%	5%	1%	-2	2%	-10	-4	-1%
CCC(=O)c1ccc(OCC(O)CN2CCc3ccccc3C2)cc1 (configuration not stated)	-2	-1%	0%	9%	3%	3	-10%	-5	2	?
COc1cccc(NC(=O)CN2C(=O)CSc3ccc(S(=O)(=O)N4CCCCC4)cc32)c1	?	3%	0%	2%	-1%	0	5%	3	-2	0%
CCOC(=O)c1nc(Nc2cccc(C)c2)c2ccccc2n1	?	7%	-1%	-9%	4%	-3	-2%	1	-19	16µM*
COc1ccc(N2C(=O)CC(Nc3cccc(C(C)=O)c3)C2=O)cc1OC (configuration not stated)	-1	1%	2%	0%	-2%	0	1%	12	-4	9%
O=C(NNC(=O)C1C2C=CC(C2)C1C(=O)O)c1cc(Cl)ccc1O (configuration not stated)	0	0%	1%	-5%	5%	2	3%	3	-6	10%
O=S1(=O)N=C(Oc2cccc3ccccc23)c2ccccc21	1	-7%	4%	3%	2%[46.1 µM]	4	-1%	-10	-3	0%
CCOC(=O)C1=C(C)NC(=O)NC1c1ccc(-c2ccc(Cl)cc2)o1 (configuration not stated)	0	1%	0%	5%	4%	-11	7%	-15	6	?
COc1cccc(N2C(=O)CC(N3CCC(c4nc5ccccc5[nH]4)CC3)C2=O)c1 (configuration not stated)	1	-4%	-5%	1%	5%	2	-2%	11	2	-9%
O=C(Nc1ccc(C(F)(F)F)cc1)c1cc(S(=O)(=O)NCC2COc3ccccc3O2)ccc1F (configuration not stated)	2	-2%	-2%	-13%	-6%[46.1 µM]	-14	-7%	?	6	-25%
CCCCC1CCC(C(=O)OC(C)C(=O)Nc2ccc(NC(C)=O)cc2)CC1 (configuration not stated)	17	4%	3%	-3%	-1%	6	-1%	4	-11	15%
COc1ccc(NC(=O)CCNS(=O)(=O)c2cccc3nsnc23)c(OC)c1	-3	-4%	-1%	3%	10%	5	0%	-9	-5	-4%
Cc1cccc(/C=N/NC(=O)c2ccc(Br)cc2)c1	?	-5%	-2%	3%	-1%[46.1 µM]	-7	-1%	21	1	?
COc1cc(Br)cc(/C=N/c2ncn[nH]2)c1O	-1	5%	2%	-4%	-1%	-6	-16%	20	26	-5%
CCCCc1ccc(/C(C)=N/Nc2cc(N3CCOCC3)nc(C)n2)cc1	-2	-13%	4%	-5%	.	3	3%	-82*	8	0%
C#CCOCCOCCOCCNc1nc(N2CCN(C(=O)[C@H](CCCN=C(N)N)n3cc(C(N)[C@@H](C)CC)nn3)CC2)nc(N2CCN(C(=O)[C@H](CCC(=O)O)n3cc([C@@H](N)CC(N)=O)nn3)CC2)n1 (some centres not stated)	.	.	-6%	-2%	-38%	15	-2%	3	1	24%
O=C1OCc2ccc(NC(=O)C3CCCCC3)cc21	-1	-1%	0%	-28%	.	-4	0%	22	-9	2%
COc1ccccc1-c1cc(C(=O)Nc2cccnc2)no1	?	3%	0%	1%	6%	-7	-4%	-9	-31	?
CC(C)(C)C(=O)Cn1nnc(-c2ccc(C(F)(F)F)cc2)n1	?	-1%	0%	?	-13%	-29	7%	-5	-16	-13%
The results go on:
SMILES	TRPV1 agonist	Mito fusion yeast	USP2a inh	Eya2 phos inh	TCR activator	TSHR antag	A-T KAP1 phos	KCNH2 3.1 inh	KCNH2 WT inh	ELG1 repair inh
CC(C)=CCN1CCN(Cc2cccn2-c2ncccn2)CC1CCO (configuration not stated)	-1	8%	4%	10%	.	5	9%	-3	34	2%
CC(C)CNC(=S)NC(=O)c1ccc(Cl)cc1	12	11%	2%	-4%	-2%[46.1 µM]	5	4%	9	-27	?
Cc1cc(NC(=O)CSc2nnc(Cn3c(=O)sc4ccccc43)n2-c2ccccc2C)no1	0	2%	0%	-4%	5%[46.1 µM]	-6	-3%	4	-14	-1%
Cc1ccc(N2CC(C(=O)N3CCC(C(=O)Nc4nnc(C(C)(C)C)s4)CC3)CC2=O)cc1 (configuration not stated)	0	9%	0%	3%	5%	1	0%	-11	1	0%
O=C(NCCNC(=O)c1cccc(O)c1)c1cccc(O)c1	-2	-5%	-1%	6%	8%	-8	-7%	9	7	20%
Cc1oc(S(=O)(=O)N2CCCCC2)cc1NC(=O)Nc1ccc(F)cc1	-6	-4%	-3%	-2%	1%	6	0%	-6	-5	-11%
CCSc1nnc(NC(NC(=O)c2ccco2)(C(F)(F)F)C(F)(F)F)s1	-1	2%	4%	-3%	2%	-2	1%	16	-3	10%
Cc1cn(C2OC(COC(=O)c3ccccc3)C(O)C2Cl)c(=O)[nH]c1=O (configuration not stated)	-1	1%	2%	-3%	7%	-3	-3%	-17	.	17%
CCN(C[C@H]1N[C@@](Cc2ccccc2)(C(=O)OC)[C@H]2C(=O)N(C)C(=O)[C@@H]12)S(=O)(=O)c1ccc(C(F)(F)F)cc1	.	.	2%	-5%	-2%	-16	8%	-21	-25	23µM*
O=C(CNC(=O)c1ccc(Br)o1)Nc1cccc(S(=O)(=O)N2CCCC2)c1	-2	1%	0%	-22%	-2%	2	-19%	-9	-4	5%
CC1Cc2ccccc2N1C(=O)COC(=O)/C=C/c1ccc(F)cc1 (configuration not stated)	3	.	0%	0%	6%	-46	.	-4	9	?
COc1cc(Cl)c(C)cc1NC(=O)CSc1nnc(-c2ccccn2)n1Cc1ccco1	0	3%	-3%	-3%	5%	0	-8%	-36	25	?
COc1ccc(CNc2nc3ccccc3n2C(C)C)c(O)c1	4	0%	3%	-5%	.	-2	-1%	4	4	-4%
O=C(O)CC(NC(=O)/C(=C/c1ccccc1)NC(=O)c1ccccc1)c1ccccc1 (configuration not stated)	?	0%	0%	-9%	1%	-3	5%	2	-24	14%
O=C(CSc1nnc(-c2ccncc2)n1-c1ccccc1Cl)Nc1ccc(C(=O)O)cc1	0	-3%	0%	7%	.	5	1%	23	-4	11%
Cc1c(NC(=O)CCC2CCCCC2)c(=O)n(-c2ccccc2)n1C	-4	0%	-5%	-7%	-1%	12	2%	7	6	-4%
Cc1ccc(-n2nnnc2-c2cnn(-c3cccc(F)c3)c2C(F)(F)F)cc1	23	23%	-2%	-7%	-3%[46.1 µM]	-24	3%	3	-2	?
COc1ccc(OCc2nc3c4cc(OC)c(OC)cc4nc(=S)n3[nH]2)cc1	-3	0%	1%	2%	-2%[46.1 µM]	-1	-3%	3	-7	0%
O=S1(=O)C[C@H]2NC(=S)N(c3ccccc3)[C@H]2C1	-1	-2%	4%	-3%	-2%[46.1 µM]	1	-3%	-2	2	17%
Cc1ccc(NC(=O)OCCN2CCN(S(=O)(=O)c3ccc(C)cc3)CCC2=O)cc1	3	-6%	-5%	-1%	10%	-5	-8%	3	3	-16%
CCn1c(CNC(=O)Cc2ccc(OC)cc2)nnc1SCC(=O)c1ccccc1	-5	-2%	0%	8%	0%	-2	11%	-5	2	-9%
Cc1ccc(C(=O)c2coc3ccc(OCC(=O)O)cc23)cc1	1	-7%	1%	7%	-4%	-10	7%	0	1	19%
O=C(Nc1ccc(CN2CCOCC2)cc1)c1cccs1	2	5%	2%	-2%	10%	3	9%	.	-1	?
